# Screening data from PubChem BioAssay.
# RSV antiviral HEp-2: RSV antiviral activity via CPE protection, HEp-2 cells, primary 10 µM value included (AID 2391). CPE inhibition, % at 10 µM, or IC50 in µM where a hit was titrated. HEp-2 cells, RSV-induced CPE inhibition; higher % means a stronger effect. 0.13% of 310,000 active; in the data active = a potency from the dose series; also: strong numbers were not always called active
# An asterisk follows results filed as active. Some of the compounds tested. The share of hits here may be higher or lower than overall.
SMILES,RSV antiviral HEp-2
CN(CC(=O)Nc1ccc(Cl)c(S(=O)(=O)N2CCOCC2)c1)C(=O)c1cccs1,0.0%
C=CCN1C(=O)C(CC(=O)O)S/C1=N/N=C/c1ccc(N(CC)CC)cc1 (centres undefined),1.1%
CN(CC(=O)Nc1ccc(Cl)cc1)C1=NS(=O)(=O)c2ccccc21,8.1%
CCN(C(=O)CSc1nnc(-c2ccco2)n1CC)c1c(N)n(Cc2ccccc2)c(=O)[nH]c1=O,2.7%
Cc1ccc(NC(=O)COC(=O)c2ccc(Cl)nc2)cc1S(=O)(=O)N1CCCCC1,-0.3%
O=C(CCNS(=O)(=O)c1ccccc1)NNC(=O)COc1ccc(Cl)cc1,0.9%
Cc1cc(C)cc(NC(=O)CSc2nc3nc(C)cc(C)n3n2)c1,4.9%
CCOP(=O)(OCC)c1ccc2c(c1)C(=O)c1ccccc1CC2,-0.5%
Cc1nc2ccc(NC(=O)C3CCCCC3)cc2s1,-0.7%
CCOC(=O)[C@H]1[C@H]2COc3ccc(OC)cc3[C@@H]2N2C(=O)CN(Cc3ccc(F)cc3)C(=O)[C@@]12C,-0.1%
COc1ccc(C)cc1NC(=O)CN1C(=O)C2CC=CCC2C1=O (centres undefined),1.6%
CC(C)(C)NC(=O)CSc1ccc(S(=O)(=O)N2CCOCC2)cn1,1.2%
COc1ccc(OC)c(S(=O)(=O)N2CCN(C(=O)NC3CCCCC3)CC2)c1,2.1%
COC(=O)c1cc(COC(=O)CNC(=O)c2cccc(C)c2)oc1C,0.5%
Cc1ccc(S(=O)(=O)CCC(=O)N(Cc2nnc(-c3ccc(Cl)cc3)o2)C2CC2)cc1,2.8%
COc1ccc(OC)c(-c2csc(NC(=O)COC(=O)c3ccc(NC(=O)CC#N)cc3)n2)c1,0.9%
CCOc1ccc(NS(=O)(=O)c2ccc(NC(=O)c3ccccn3)cc2)cc1,2.3%
COc1ccc(C2=CC(=O)C[C@H](c3ccc(OC)c(OC)c3)C2)cc1,2.8%
COC(=O)c1sc(NC(=O)COc2cccnc2[N+](=O)[O-])c(C(=O)OC)c1C,1.9%
COc1ccc(CC(=O)Nc2cccc(C(C)=O)c2)cc1S(=O)(=O)N1CCOCC1,1.9%
CC(C)(C)N(Cc1ccccc1)C(=O)COC(=O)/C=C/c1ccc2c(c1)OCO2,0.1%
CCCCN(C(=O)c1nn(C)c(=O)c2ccccc12)c1c(N)n(CC(C)C)c(=O)[nH]c1=O,3.4%
CCOc1ccc(C(c2c(NC(=O)c3ccco3)sc(C)c2C)N2CCOCC2)cc1 (centres undefined),0.7%
C[C@@H]1O[C@@H](O[C@H]2[C@H](O)[C@@H](O)[C@H](Oc3c(-c4ccc(O)c(O)c4)oc4cc(O)cc(O)c4c3=O)O[C@@H]2CO)[C@H](O)[C@H](O)[C@H]1O,0.2%
O=C(COC(=O)c1ccccc1O)NC(=O)c1ccc(OC(F)F)cc1,0.4%
# Next part.
SMILES,RSV antiviral HEp-2
COc1ccc(CN(C)C(=O)c2ccc(OCC(=O)N3CCOCC3)c(OC)c2)cc1,0.1%
COc1ccc(CCNC(=O)COC(=O)CNS(=O)(=O)c2ccc(SC)c([N+](=O)[O-])c2)cc1,-0.2%
O=C(Nc1cccc(S(=O)(=O)N2CCCCC2)c1)c1cc2ccccc2o1,7.4%
CS(=O)(=O)c1ccc(Cl)c(NC(=O)CSc2n[nH]c(-c3cccs3)n2)c1,0.9%
CC1CCCC(NC(=O)CSC2=Nc3ccccc3C3CC=NN23)C1C (centres undefined),0.8%
COc1cccc(-c2ncc3ccccc3c2COC(=O)c2ccc(F)cc2)c1,0.3%
COc1ccc(C(=O)COC(=O)c2ccccc2O)c(OC)c1,-0.1%
CCOC(=O)C1=C(COC(=O)/C=C/c2ccc([N+](=O)[O-])cc2)NC(=O)NC1C (centres undefined),0.6%
CCCC1(c2ccccc2)NC(=O)N(CC(=O)NCC2COc3ccccc3O2)C1=O (centres undefined),1.1%
CC1Cc2ccccc2N1C(=O)C(C)n1cc(C(F)(F)F)cc(Cl)c1=O (centres undefined),3.2%
O=C(/C=C/c1ccc([N+](=O)[O-])cc1)N1CCN(S(=O)(=O)c2ccccc2)CC1,0.3%
Cn1nnnc1Sc1ncnc2scc(-c3ccc(C(F)(F)F)cc3)c12,-2.3%
CCC(c1nnc(SC(C)C(=O)NC2CC2)n1-c1ccc(OC)cc1)N(C)C (centres undefined),-0.1%
NC(=O)C1CCN(C(=O)c2ccc(Cl)c(S(=O)(=O)NCc3ccco3)c2)CC1,0.4%
CC1CCCCC12NC(=O)N(CC(=O)N1CCN(Cc3ccc(C#N)cc3)CC1)C2=O (centres undefined),0.6%
COc1ccc(Cl)cc1NC(=O)C1CCN(C(=O)Nc2ccccc2)CC1,0.8%
CCOc1ccc(N2C(=O)c3ccccc3NC2(C)CC)cc1 (centres undefined),-1.1%
N#Cc1ccc(OCC(=O)Nc2nc(-c3cccnc3)cs2)cc1,2.0%
CNC(=O)c1cc(Oc2ccc(NC(=O)Nc3ccc(Cl)c(C(F)(F)F)c3)cc2)ccn1,-2.0%
COc1ccc(NC(=O)c2ccc(-c3ccc(C(C)=O)cc3)o2)cn1,1.6%
CC(C)CN(C(=O)CSc1ncnc2sccc12)C1CCS(=O)(=O)C1 (centres undefined),-0.4%
CC(NC(=O)c1ccco1)C12CC3CC(CC(C3)C1)C2 (centres undefined),-0.1%
COc1ccc(NC(=O)CN(C)C(=O)c2oc3c(ccc4ccccc43)c2C)cc1,2.0%
COc1ccc(C(CNC(=O)COc2c(C)cc(C)cc2C)N2CCOCC2)cc1 (centres undefined),0.4%
N#CC1(NC(=O)COc2cc(F)ccc2[N+](=O)[O-])CCCCC1,-0.9%
# More entries follow.
SMILES,RSV antiviral HEp-2
CC(C)(C)CNC(=O)[C@]1(C)CCC[C@@]2(C)C3CC[C@@]4(C)C[C@]3(CCC21)CC4=O (some centres undefined),-1.4%
O=C(NCc1ccccn1)c1cc(S(=O)(=O)N2CCCCC2)ccc1Cl,0.0%
O=C(OCc1cc(=O)n2ccsc2n1)c1ccc(O)cc1O,3.5%
COc1cccc(NC(=O)CN(C)C(=O)CN2C(=O)NC(C)(c3ccc(C)cc3)C2=O)c1 (centres undefined),-0.7%
CCOC(=O)CCC(=O)Nc1cc(S(=O)(=O)N2CCOCC2)ccc1N1CCCCC1,2.4%
COc1ccc(C2c3c(c(C)c(C)oc3=O)Oc3c(C)c(C)oc(=O)c32)cc1,0.8%
Cc1ccc(S(=O)(=O)N2CCOCC2)cc1C(=O)OCC(=O)NC1CCCC(C)C1C (centres undefined),1.5%
O=C(Cc1cccc(NC(=O)C2CCN(C(=O)C3CCCC3)CC2)c1)Nc1cccc(C(=O)N2CCCC2)c1,1.4%
Cc1ccc2c(CN3CCN(S(=O)(=O)c4ccccc4C(F)(F)F)CC3)cc(=O)oc2c1,18%
CC(OC(=O)c1ccc(-n2cnnn2)cc1)C(=O)Nc1ccccc1[N+](=O)[O-] (centres undefined),0.9%
Nc1c(N(Cc2ccco2)C(=O)COc2ccccc2)c(=O)[nH]c(=O)n1Cc1ccccc1,1.3%
Cc1cc(O)c(Sc2ncn[nH]2)cc1NS(=O)(=O)c1ccc(Cl)cc1,0.6%
CCC(=O)c1ccc(OCC(=O)N(CC)CC(=O)Nc2ccccc2OC)cc1,2.6%
COc1ccc(/C=C/C(=O)OCC(=O)c2c[nH]c3ccccc23)cc1,0.9%
CC1(C)NC(=O)N(CC(=O)N2CCN(c3ccc([N+](=O)[O-])cc3)CC2)C1=O,1.1%
CC1CCC2(CC1)NC(=O)N(CC(=O)Nc1ccc(F)cc1)C2=O (centres undefined),0.1%
Cc1ccc(F)cc1NC(=O)CN1C(=O)NC(C)(c2ccc3c(c2)OCCO3)C1=O (centres undefined),0.2%
O=C(Nc1ccc(S(=O)(=O)N2C[C@@H]3C[C@@H](C2)c2cccc(=O)n2C3)cc1)c1ccc(F)cc1,1.1%
COc1ccc(Cl)cc1NC(=O)COC(=O)c1c(-c2ccccc2)noc1C,4.0%
Cc1cnc(NC(=O)c2ccc(-c3ccc([N+](=O)[O-])cc3)o2)s1,1.0%
Cc1ccc(S(=O)(=O)CCC(=O)NC2CCCCC2)cc1,0.0%
O=C(NCCc1ccc(F)cc1)c1ccc(S(=O)(=O)N2CCCC2)cc1,1.8%
CCOC(=O)c1[nH]cnc1C(=O)N1CCC(C)CC1,0.8%
COc1cccc(CNC(=O)COC(=O)C2CCN(c3ccc(C(F)(F)F)cn3)CC2)c1,1.8%
COc1ccc([C@H]2CC(=O)C=C(c3ccccc3C(F)(F)F)C2)cc1,-0.8%
# Going on with the list:
SMILES,RSV antiviral HEp-2
CC(C)(C)OC(=O)N[C@@H](C(=O)OC(C)(C)C)c1ccc2c(c1)OCO2,1.1%
Cc1ccc(SCCC(=O)OCC(=O)Nc2ccc(C(N)=O)cc2)cc1,1.5%
CCN(Cc1ccc(N(C)C)cc1)C(C)C(=O)Nc1ccc(S(=O)(=O)N2CCCC2)cc1 (centres undefined),0.8%
C=C1C[C@@]23CCC4[C@@](C)(CCC[C@@]4(C)C(=O)O)C2CC[C@]1(O)C3 (some centres undefined),-0.6%
O=C1CCCN1C(=O)CSc1nnnn1-c1ccccc1,1.2%
COc1ccc(C2=CC(=O)C[C@H](c3ccc(Cl)cc3)C2)cc1,-0.1%
CC(=O)c1cc2c(cc1NC(=O)CCc1c(C)nc3ncnn3c1C)OCO2,2.9%
CCC1CCc2sc(C(=O)N(C)CC(=O)Nc3cccc(OC)c3)cc2C1 (centres undefined),3.3%
CCc1ccc(-c2csc(NC(=O)C3=COCCO3)n2)cc1,18%
Cc1nc(-c2cccc(NC(=O)c3ccc(-n4nccc4C)cc3)c2)cs1,16%
c1ccc(CCC2Cc3ccccc3N2)cc1 (centres undefined),-0.2%
O=C(CN1C(=O)NC2(CCCCC2)C1=O)Nc1cccc(Cl)c1Cl,1.3%
Cc1c(C(C)CCCO)oc(=O)c2c1Oc1c(C)c(C(C)C[C@H](C)O)oc(=O)c1C2 (some centres undefined),2.1%
CC(=O)O[C@@]1(C)C[C@@H](O)[C@]2(O)C=CO[C@@H](O[C@@H]3O[C@H](CO)[C@@H](O)[C@H](O)[C@H]3O)[C@@H]21,-0.2%
COc1ccc(/[N+]([O-])=C/c2ccoc2)cc1,-0.8%
Cc1cccc(C)c1NC(=O)CNC(=O)C(C)N1CCCCC1 (centres undefined),3.7%
CCOC(=O)c1sc(N)c(C#N)c1COC(=O)C1=COCCO1,3.4%
CC(=O)Nc1cccc(O)c1,-0.2%
COCc1ccc(-c2ccc3c(c2)c(C#Cc2ccsc2)c(-c2cc(OC)cc(OC)c2)n3C)cc1,-0.7%
CCN(c1ccc(C(=O)CSc2nnc(C3CC3)n2C2CC2)cc1)S(C)(=O)=O,1.7%
Cc1cccc(OCCC(=O)OCc2csc(CC(=O)Nc3ccccc3C)n2)c1,1.0%
COc1cccc(-c2c(-c3cc(OC)cc(OC)c3)n(C)c3ccc(Br)cc23)c1,0.0%
CN(C)S(=O)(=O)c1ccc(SCC(=O)N2CC(=O)Nc3ccccc32)nc1,0.5%
O=C(CN1C(=O)NC2(CCCCC2)C1=O)Nc1ccc(Cl)c(S(=O)(=O)N2CCOCC2)c1,-0.9%
CCCc1cc(=O)[nH]c(SCC(=O)Nc2ccc(C)c(S(=O)(=O)N3CCCCC3)c2)n1,3.6%
# (more compounds)
SMILES,RSV antiviral HEp-2
CN(C(=O)COC(=O)c1ccc(CN2CCCC2=O)cc1)c1ccccc1,1.4%
NS(=O)(=O)c1cccc(NC(=O)COC(=O)CNC(=O)c2ccc(-c3ccccc3)cc2)c1,0.4%
Cc1ccccc1OCC(=O)OCC(=O)NC1CC1,2.1%
COc1ccc(C=O)cc1C1=CC(=O)C[C@H](c2ccc(Cl)cc2)C1,5.4%
CC1CCC(NC(=O)CN2CCN(S(=O)(=O)c3cccs3)CC2)CC1 (centres undefined),-0.1%
COc1ccc(NC(=O)C(C)N=C2NS(=O)(=O)c3ccccc32)cc1S(N)(=O)=O (centres undefined),0.9%
CC(NC(=O)c1ccccc1)C(=O)NNC(=O)c1ccccc1Cl (centres undefined),0.7%
Cc1ccc(-c2csc3ncnc(N4CCN(C(=O)c5ccco5)CC4)c23)cc1,6.7%
CSc1ccccc1NC(=O)CN(C)C(=O)c1ccc(NC(=O)c2cccs2)cc1,0.9%
COc1ccc(-c2nc(N)nc(N)n2)c(O)c1,5.5%
CCOC(=O)c1c(C)[nH]c(C(=O)COC(=O)c2cnccn2)c1C,5.8%
O=C(COC(=O)CCC1CCCC1)Nc1ccc(F)cc1,1.2%
O=C(Cc1ccccc1[N+](=O)[O-])NNC(=O)c1ccncc1,0.8%
O=C(COC(=O)c1cc(S(=O)(=O)N2CCOCC2)ccc1F)Nc1ccc(Cl)cn1,0.1%
